From PubChem
STK33 kinase inh: inhibitors of purified STK33 kinase, primary screen, biochemical, ADP-Glo luminescence, homogeneous, cell-free | inhibition, % at 10 µM | MBP phosphorylation | 320,000 compounds, 0.073% hits;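 active = inhibition at or above 25%, using the most active replicate where run in duplicate; inactive = inhibition below 25%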
KCNQ2 inh: KCNQ2 potassium channel inhibitors, primary screen, cell-based, CHO-K1, FluxOR thallium flux, B-score (AID 2156); 310,000 compounds, 1.1% hits; 20 min; hits give low values; Potassium voltage-gated channel subfamily KQT member 2 (Rattus norvegicus), O88943; B-score at 10 µM;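 active = fluorescence ratio B-score at most minus 3 library SDs, with starting brightness B-score within 2 library SDs, cut at about -5.5 in these data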
Target sequence (O88943 whole entry, looked up): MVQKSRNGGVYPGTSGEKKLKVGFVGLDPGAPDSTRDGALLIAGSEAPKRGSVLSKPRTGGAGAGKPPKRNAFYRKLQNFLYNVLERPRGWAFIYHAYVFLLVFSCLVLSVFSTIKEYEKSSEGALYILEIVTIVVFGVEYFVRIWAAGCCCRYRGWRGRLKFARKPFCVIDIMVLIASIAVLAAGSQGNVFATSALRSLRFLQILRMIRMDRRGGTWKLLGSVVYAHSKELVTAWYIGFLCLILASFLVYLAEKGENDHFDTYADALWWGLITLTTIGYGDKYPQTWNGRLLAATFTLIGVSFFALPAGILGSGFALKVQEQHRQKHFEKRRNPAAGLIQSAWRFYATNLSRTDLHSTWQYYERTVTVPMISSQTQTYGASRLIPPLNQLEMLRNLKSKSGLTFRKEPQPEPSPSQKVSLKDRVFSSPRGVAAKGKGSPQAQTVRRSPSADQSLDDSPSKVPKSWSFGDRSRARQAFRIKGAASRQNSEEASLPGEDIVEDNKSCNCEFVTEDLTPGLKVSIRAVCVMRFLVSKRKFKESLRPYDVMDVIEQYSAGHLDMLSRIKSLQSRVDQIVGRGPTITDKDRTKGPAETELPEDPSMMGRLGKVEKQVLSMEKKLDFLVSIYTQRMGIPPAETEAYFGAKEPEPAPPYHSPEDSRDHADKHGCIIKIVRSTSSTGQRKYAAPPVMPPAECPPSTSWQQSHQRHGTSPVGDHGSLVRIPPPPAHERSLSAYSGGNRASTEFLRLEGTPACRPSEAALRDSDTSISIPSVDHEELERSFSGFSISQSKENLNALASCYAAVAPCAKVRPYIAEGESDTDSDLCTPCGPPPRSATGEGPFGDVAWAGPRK
OX1R FRET antag: antagonists of human orexin 1 receptor (OX1R). Orexin/Hypocretin receptor type 1 (Homo sapiens), O43613. inhibition, % at 6.6 µM. 330,000 compounds, 1.8% hits. OX1R-expressing cells, FRET antagonist read-out; in the data active = inhibition mostly above about 38%, no sharp cut-off; inactive = mostly below about 40%;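 also: 0% = agonist challenge alone and 100% = reference antagonist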
* hit, by the source's call; i = inactive; . = no result given. Outcome played no part in choosing rows; any-hit rate near 2.7%.

STK33 kinase inh | KCNQ2 inh | OX1R FRET antag | SMILES
-0.3 | i | 7.4 | COc1ccc(NC(=O)c2sc3nc(-c4cccnc4)ccc3c2N)cc1
-1.9 | i | -2.9 | O=C(OC(C(=O)NCc1ccc(F)cc1)c1ccccc1)c1ccco1 (stereo not drawn)
-2.9 | i | 11.7 | COc1ccccc1C1CC(c2ccc(NS(C)(=O)=O)cc2)=NN1C(=O)c1ccccc1 (stereo not drawn)
-1.0 | i | 24.0 | C/C(=N\NC(=O)C1COc2ccccc2O1)c1ccc(Cl)s1 (stereo not drawn)
-1.2 | i | 35.0 | CCOC(=O)C1=C(COC(=O)/C=C/c2ccccc2Cl)NC(=O)NC1C (stereo not drawn)
-1.1 | i | 16.0 | O=C(c1cccc(N2C(=O)c3ccccc3C2=O)c1)N1CCCC(C(F)(F)F)C1 (stereo not drawn)
-0.1 | i | 16.5 | Cc1cccc(NC(=S)NNC(=O)c2ccc(O)cc2O)c1C
-0.9 | i | 39.5 | N#Cc1cccc(C(c2nnnn2C2CCCC2)N2CCCCCC2)c1 (stereo not drawn)
-1.7 | i | 12.5 | Cc1ccccc1NC(=S)NC(=O)C1CCCCC1
-0.5 | i | 16.5 | CC(C)=C1C2CCC1C1C(=O)N(CCc3ccccc3)C(=O)C21 (stereo not drawn)
-0.2 | i | 22.3 | COc1ccccc1CCNC(=O)Cn1ccc2cc(S(=O)(=O)N3CCC(C)CC3)ccc21
1.5 | i | 5.7 | O=C(C1CCN(S(=O)(=O)N2CCCC2)CC1)N1CCCCC1
-2.1 | i | 10.8 | CCC(C)N(C(=O)Cn1nnc2ccccc21)C(C(=O)Nc1ccc(F)cc1)c1cccc(OC)c1 (stereo not drawn)
-0.2 | i | 19.4 | CC1(C)CC(=O)C(C=Nc2ccc(C(=O)c3ccccc3)cc2N=CC2=C(O)CC(C)(C)CC2=O)=C(O)C1
0.2 | i | 5.2 | FC(F)Oc1ccc(NC(=S)NCc2nc3ccccc3[nH]2)cc1
-1.6 | . | 4.0 | CCN(c1ccc(NC(=O)COC(=O)/C=C/c2ccco2)cc1)C(C)C
-1.0 | i | 18.9 | CC(C)C(NC(=O)c1cccs1)C(=O)NC1CCCCC1 (stereo not drawn)
-1.3 | . | 12.6 | COc1ccc(S(=O)(=O)N2CCCCCC2)cc1NC(=O)c1ccccc1F
0.5 | -6.92* | 11.4 | Cc1cc(Cl)cc(C)c1OCCNCc1ccccc1
-0.1 | i | -0.1 | COc1ccccc1NC(=O)CNC(=O)Cn1cnc2sc(C)c(C)c2c1=O
-3.5 | i | 14.5 | CCS(=O)(=O)Nc1cccc(C2=NN(C(C)=O)C(c3cccs3)C2)c1 (stereo not drawn)
-1.2 | i | 6.2 | COc1cc(S(=O)(=O)N2CCCCC2)ccc1NC(=O)c1ccncc1
-1.0 | i | 4.0 | O=C(/C=C1\NC2(CCCC2)Cc2ccccc21)C(=O)N/N=C/c1ccc(O)c(O)c1
-0.3 | i | 18.7 | CC(C)(C)NC(=O)Cn1c(SCC(=O)NCc2cccs2)nc2ccccc21
-2.4 | i | 22.6 | O=C(Nc1ccc(Br)cc1)C1CCN(C(=O)c2ccco2)CC1
-0.2 | i | 10.9 | CCn1cc(CN2CCC(n3nccc3NC(=O)Cc3ccccc3)CC2)c(C)n1
0.1 | i | 3.4 | CCOC(=O)c1cc(C#N)c(C)nc1N(CC)CC
-0.5 | i | 15.3 | COc1ccc(C(C(=O)NC(C)(C)C)N(C(=O)Cn2nnc3ccccc32)c2cccc(C(C)=O)c2)cc1O (stereo not drawn)
-4.1 | i | 7.5 | COc1cc(C(=O)OCCN2CCCCC2)ccc1O
-0.7 | i | 5.1 | CCOc1ccc2nc(NC(=O)CSc3nnnn3C3CCCCC3)sc2c1

An excerpt of these results, as tab-separated lines.
SMILES	STK33 kinase inh	KCNQ2 inh	OX1R FRET antag
CCOC(=O)C1=C(COC(=O)/C=C/c2ccccc2Cl)NC(=O)NC1C (stereo not drawn)	-1.2	i	35.0
O=C(c1cccc(N2C(=O)c3ccccc3C2=O)c1)N1CCCC(C(F)(F)F)C1 (stereo not drawn)	-1.1	i	16.0
Cc1cccc(NC(=S)NNC(=O)c2ccc(O)cc2O)c1C	-0.1	i	16.5

For reference, 4 of the compounds above:
STK33 kinase inh | KCNQ2 inh | OX1R FRET antag | SMILES
0.1 | i | 3.4 | CCOC(=O)c1cc(C#N)c(C)nc1N(CC)CC
-0.5 | i | 15.3 | COc1ccc(C(C(=O)NC(C)(C)C)N(C(=O)Cn2nnc3ccccc32)c2cccc(C(C)=O)c2)cc1O (stereo not drawn)
-4.1 | i | 7.5 | COc1cc(C(=O)OCCN2CCCCC2)ccc1O
-0.7 | i | 5.1 | CCOc1ccc2nc(NC(=O)CSc3nnnn3C3CCCCC3)sc2c1

(continued)
STK33 kinase inh | KCNQ2 inh | OX1R FRET antag | SMILES
1.7 | i | 3.4 | CN(C)C(=O)c1cc(C(=O)c2ccc(F)cc2C(F)(F)F)c[nH]1
3.5 | i | 8.2 | CCn1c(COc2ccc3c(c2)OCO3)nnc1SCC(=O)O
-0.6 | i | 3.1 | CCOC(=O)N1CCN(Cc2ccccc2F)CC1
-0.3 | i | 26.5 | Cc1ccccc1-n1nc(C)c2c(C(=O)NN)cc(-c3ccncc3)nc21
0.3 | i | 14.8 | O=C1c2ccc(Oc3cccc([N+](=O)[O-])c3)cc2C(=O)N1c1ccccn1
-0.8 | i | 17.2 | Nn1c(Cc2cccc3ccccc23)nnc1SCc1c(Cl)cccc1Cl
-0.4 | i | 20.0 | CCOC(=O)C1(CC2CCCCO2)CCN(C(=O)Nc2ccc(C(=O)OC)cc2)CC1 (stereo not drawn)
-1.8 | i | 17.8 | CN(C)CCCN(C(=O)c1cc2cc([N+](=O)[O-])ccc2s1)c1nc2cc3c(cc2s1)OCCO3
0.0 | i | 21.6 | Cc1cc(C)c(S(=O)(=O)N2CCC(C(N)=O)CC2)cc1C
-0.1 | i | 14.9 | Cn1c(SCC(=O)NCC2CCCO2)ncc(C(=O)Nc2ccc(Cl)cc2)c1=O (stereo not drawn)
. | i | 30.4 | COc1cccc(-c2csc(N3CCN(C(=O)Nc4ccc(Cl)cc4)CC3)n2)c1
-0.5 | i | 7.4 | Cc1cccc(NS(=O)(=O)c2ccc3oc(=O)ccc3c2)c1C
-1.4 | i | 16.1 | COc1ccccc1/C=C/CN1CCCC(CCC(=O)NCc2ccc(F)c(F)c2)C1 (stereo not drawn)
-2.0 | i | 10.6 | CCOC(=O)C1(Cc2cccc(Cl)c2)CCCN(C(=O)C2CC2)C1 (stereo not drawn)
0.6 | i | 13.4 | COc1ccc(OCCCC(=O)Nc2cccc(SC)c2)cc1
2.3 | i | 9.2 | CCCC(=O)Nc1ccccc1N1CCN(C(=O)C(C)C)CC1
1.3 | i | 9.9 | CCc1cc2c(SCC(=O)N(C)C3CCS(=O)(=O)C3)ncnc2s1 (stereo not drawn)
0.8 | i | 11.7 | O=C(NC(=S)Nc1ncccn1)c1ccccc1Cl
0.2 | i | 23.3 | CC(=O)Nc1ccc(NC(=O)CNS(=O)(=O)c2ccc(C)cc2)cc1
-0.2 | i | 13.7 | CCN(CC)c1ccc(NC(=O)COc2ccccc2C#N)cc1S(=O)(=O)Nc1ccccc1OC
. | i | 16.5 | O=C(COC(=O)C1(c2cccc(F)c2)CCCC1)NCc1ccc2c(c1)OCO2
0.6 | . | 39.2 | O=C(c1nc2ccccc2s1)N1CCN(c2ccccn2)CC1
-1.5 | i | 10.3 | O=C(Oc1ccc(OC(=O)N2CCCCC2)cc1)c1ccccc1
0.6 | i | 24.8 | COc1ccc(N2CCN(C(=O)c3cc(-c4cccs4)nc4ccccc34)CC2)cc1
-2.9 | i | 6.3 | CC(Cc1cccs1)NC(=O)c1cccc(Cl)c1 (stereo not drawn)
-2.2 | i | 41.9 | C[n+]1ccc(C(=O)N/N=C/c2ccco2)cc1
0.0 | i | 35.7 | COCCNC(=O)C(c1ccc(C)o1)N(Cc1ccc(F)cc1)C(=O)Cn1nnc2ccccc21 (stereo not drawn)
-1.1 | i | 6.2 | CC(=O)c1ccc(N(C(=O)c2csnn2)C(C(=O)NC2CCCC2)c2ccccc2)cc1 (stereo not drawn)
-2.1 | i | 5.2 | CSCC[C@H](NS(=O)(=O)c1ccc(C)cc1)C(=O)N1CCC(C(=O)N[C@@H](C)C(=O)O)CC1
0.0 | i | -6.8 | CC(=O)NN1C(=O)/C(=C2/Sc3ccc(Cl)cc3N2C)SC1=S
-2.6 | i | 4.1 | Cc1ccc(NCc2nnc(SCC(N)=O)o2)c(C)c1
-1.3 | i | 1.3 | COc1ccc(Cl)cc1N(CC(=O)N1CCCCC1)S(C)(=O)=O
-0.9 | i | . | COc1cccc(C2/C(=C(/O)c3ccc4c(c3)CC(C)O4)C(=O)C(=O)N2CC2CCCO2)c1 (stereo not drawn)
-1.6 | i | 36.8 | Cc1ccc(-c2cc(-c3nnc(SCC(=O)N(C)CCC#N)n3N)c3ccccc3n2)cc1
-0.4 | i | 9.1 | Cc1ccc(C(=O)Nc2c(C)cc(C)c3cccnc23)cc1
-0.1 | i | 22.8 | N#CCCn1cc(CNCc2ccccc2)c(-c2cccc([N+](=O)[O-])c2)n1
0.0 | i | 22.4 | COC(=O)c1oc2c(c1C)C1(CCC2)SCCS1
6.6 | i | 2.4 | N#CCCn1cc(/C=N/O)c(-c2ccc(Cl)cc2)n1
2.3 | i | 12.1 | COc1ccccc1NC(=O)c1ccc(CS(=O)(=O)c2ccc(C)cc2)cc1
1.1 | i | -1.0 | CN1CCCN(C(=O)c2ccc(Cl)cc2)CC1
0.3 | i | 2.5 | Cc1c(C(=O)Nc2ccc(F)cc2)oc2ccc(S(=O)(=O)N3CCCC3)cc12
1.8 | i | 42.0 | CCn1c(=N)n(CC(=O)C(C)(C)C)c2ccccc21
0.0 | i | 10.4 | CC(c1ccon1)N(C)C(=O)c1ccc2nc(Cc3cccc(Cl)c3)oc2c1 (stereo not drawn)
0.1 | i | 32.6 | CN1CCCC(OC(=O)c2ccc(Cl)cc2)C1 (stereo not drawn)
0.4 | . | 12.2 | O=C(CSc1nc2ccccc2c(=O)n1CCCN1CCOCC1)Nc1ccccc1OC(F)F
-1.8 | i | 4.3 | CC(C)(C)NC(=O)N1CCCN(c2ccc(C(F)(F)F)cn2)CC1
0.1 | . | 9.5 | COc1ccc([C@H]2CC(=O)C=C(c3cccc(CO)c3)C2)cc1OC
-1.4 | i | 11.6 | Cc1ccc2cc(C(c3nnnn3Cc3ccccc3)N3CCc4ccccc43)c(=O)[nH]c2c1C (stereo not drawn)
3.9 | . | 6.7 | Cc1cccnc1NC(=O)c1cccc(NC(=O)CC2SC(N3CCCCC3)=NC2=O)c1 (stereo not drawn)
-0.2 | i | -2.0 | CCCC(=O)Nc1ccc(C(=O)N/N=C2\CC(=O)CC(C)(C)C2)cc1
-0.6 | i | 7.1 | O=C(c1cc([N+](=O)[O-])ccc1Cl)N1CCN(c2ccccc2)CC1
0.5 | i | 7.4 | O=C(Cn1c(=O)n(Cc2ccc3c(c2)OCO3)c(=O)c2ccccc21)N1CCCc2ccccc21
0.8 | i | 44.2 | CN1/C(=C\C(=O)c2cccs2)Sc2ccccc21
1.2 | i | -0.8 | Cn1cnc2c1c(=O)n(CC(O)CO)c(=O)n2C (stereo not drawn)
-0.7 | i | 8.8 | COc1cc(/C=N/NC(=O)CCc2c(C)n[nH]c2C)ccc1O
0.9 | i | 13.4 | O=C1COc2ccc(-c3csc(NCCc4ccccc4)n3)cc2N1
-0.8 | i | 6.5 | COc1cccc(/C=C2\Oc3cc(OC(=O)N4CCOCC4)ccc3C2=O)c1
0.1 | i | 9.2 | CCC(=O)NCCn1ccc2ccccc21
-0.3 | i | 7.0 | CCC(CC)C(=O)c1c[nH]c(C(=O)NCc2ccc(F)cc2)c1
-2.2 | i | 6.6 | CC(/C=C/c1ccccc1)NC(N)=O (stereo not drawn)

The list continues.
STK33 kinase inh | KCNQ2 inh | OX1R FRET antag | SMILES
0.1 | i | -10.3 | CC(=O)Nc1ccc(/C=N/N2C(=O)NC(C)(c3ccc(OC(F)F)cc3)C2=O)cc1 (stereo not drawn)
-0.6 | i | -6.3 | CC(C)CCNC(=O)CN1N=C(c2ccc(Cl)cc2)CCC1=O
-0.1 | . | 4.7 | Cc1ccccc1-c1nnc(SCC(=O)Nc2cccnc2Cl)o1
-1.3 | i | 39.0 | C(=N\Nc1ccccn1)/c1ccc(N2CCOCC2)cc1
-1.5 | i | 8.8 | CC(=O)OCC(OC(C)=O)C(OC(C)=O)C(OC(C)=O)C(=O)Nc1ccccc1 (stereo not drawn)
0.5 | i | 4.5 | CNc1ncnc(Sc2ccc(Cl)cc2)c1[N+](=O)[O-]
-0.9 | . | 3.6 | NC(=O)[C@@H]1CCCN1C(=O)[C@@H](Cc1cnc[nH]1)NC(=O)[C@@H]1CCC(=O)N1
4.9 | i | 15.8 | CCCn1nc(C(=O)NNC(=O)c2cc(S(=O)(=O)NC)ccc2Br)c2ccccc2c1=O
-0.3 | i | 27.5 | Cc1cccc(N(Cc2ccccc2)C(=O)c2ccc(S(C)(=O)=O)cc2)c1
-3.1 | i | 6.7 | CC1(C)CC(=O)/C(=C(\O)c2ccccc2)C(=NCCO)C1
. | i | 8.4 | O=C(NCc1ccc(F)cc1)C1CCCN1C(=O)Nc1ccc(F)cc1 (stereo not drawn)
-1.3 | i | 5.7 | CCCn1c(CCc2ccccc2)nnc1SCC(=O)N1CCOCC1
-0.1 | i | . | CN(Cc1ccc(F)cc1)C(=O)c1sccc1-c1ccccc1
